# FBPA coupling cs = qHTS Assay for Inhibitors of Fructose-1,6-bisphosphate Aldolase from Giardia Lamblia: Coupling assay counterscreen | coupling enzyme system counterscreen, AmpLite Red fluorescence | activity change, negative = inhibition, % at 58.2 µM, hits read low | 290,000 tested, 0.67% active | AID 2472, 2010; in the data active means activity change below about -30%; further: on the % scale 0 is the no-effect control and ±100 the full control effect
#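 Activity here indicates interference with the coupling reaction, not aldolase inhibition. Compounds at 57.5 uM final met coupling enzymes for 10 min at RT; substrate and AmpLite Red detection followed, with a 525/598 nm fluorescence read after 20 min.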
# hERG WT inh = qHTS for Inhibitors of KCHN2 3.1: Wildtype qHTS. Voltage-gated inwardly rectifying potassium channel KCNH2 (Homo sapiens), Q12809. U2OS, BacMam KCNH2, thallium flux FluxOr; hits give low values. activity change, % at 1.84 µM. 340,000 tested, 0.37% active. AID 720551, 2013;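 active means maximum activity change below -70%; inconclusive means maximum activity change between -70% and -50%; inactive means maximum activity change above -50%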; further: on the % scale 0 is the no-effect control and ±100 the full control effect
#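 U2OS cells transduced with wild-type KCNH2 virus are loaded with FluxOr dye for 45 min, and thallium flux is measured in kinetic reads before and after stimulation buffer. Rate constants are normalized to DMSO controls.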
# PKM2 act = qHTS Assay for Activators of Human Muscle isoform 2 Pyruvate Kinase; Pyruvate kinase PKM (Homo sapiens), P14618; purified PKM2, Kinase-Glo ATP luminescence, activation; response scale: 0% is enzyme alone, no compound; Potency, µM (top dose mostly 57.5 µM), without a hit: at the top dose activation, actives largely listed as activators; 260,000 tested, 0.34% active; AID 1631, 2009; further: potency means the concentration at half of the fitted maximal effect; on the % scale 0 is the no-effect control and ±100 the full control effect; nearly all actives have a fitted effect of over 55% in size
#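 Kinase-Glo luminescence reports ATP generated from ADP (0.1 mM) and PEP (0.5 mM) by purified hPK-M2 after 1 h at room temperature, pH 7.2 imidazole buffer; intermediate enzyme activity allows detecting inhibitors and activators.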
# GALK inh = qHTS Assay for Inhibitors of Human Galactokinase (GALK) | P51570 | Purified GALK, Kinase-Glo residual ATP luminescence | Potency, µM (highest dose often 57.5 µM), without a hit: top-dose activity change, negative = inhibition, hits mostly inhibitors | 270,000 tested, 0.007% active | AID 1868, 2009; further: potency means the concentration at half of the fitted maximal effect; on the % scale 0 is the no-effect control and ±100 the full control effect
# Target sequence (P51570 whole entry, looked up): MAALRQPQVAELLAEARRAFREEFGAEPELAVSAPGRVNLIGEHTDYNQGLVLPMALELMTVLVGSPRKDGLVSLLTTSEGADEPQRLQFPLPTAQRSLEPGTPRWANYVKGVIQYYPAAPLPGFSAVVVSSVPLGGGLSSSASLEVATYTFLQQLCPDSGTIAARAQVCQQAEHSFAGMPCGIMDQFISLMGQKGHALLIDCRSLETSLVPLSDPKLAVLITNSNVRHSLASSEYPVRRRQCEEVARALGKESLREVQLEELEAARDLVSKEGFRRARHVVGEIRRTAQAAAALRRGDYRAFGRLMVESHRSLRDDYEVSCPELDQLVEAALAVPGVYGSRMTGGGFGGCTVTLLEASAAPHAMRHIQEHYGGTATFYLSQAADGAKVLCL
#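 Galactose (100 uM) and ATP (35 uM) were turned over by 5 nM GALK for 1 h at RT. Kinase-Glo Plus then converted the remaining ATP into a luminescent signal.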
# TRPV1 ag = HTS Assay for Compounds that Act as Agonists of the Vanilloid Receptor 1; AID 540275, 2011; activation, % at 8.33 µM; Transient receptor potential cation channel subfamily V member 1 (Homo sapiens), Q8NER1; 320,000 tested, 0.19% active; TRPV1-expressing cells, Fluo-8 calcium influx, agonist mode; in the data active means activation above about 80%; inconclusive means between about 30% and that limit; further: 0% is about no effect
#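 Cells expressing TRPV1 were dye-loaded with Fluo-8 and read kinetically: 10 s baseline, 3 min after compound (agonist portion), then 2 min after EC20 capsaicin (allosteric enhancer portion). Calcium-bound dye fluorescence at 480/520 nm.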
# B2AR arrestin = qHTS assay of beta-arrestin-biased ligands of beta2-adrenergic receptor; beta-arrestin recruitment to beta2AR, cell-based reporter; Potency, µM (highest dose often 46.1 µM), for the others: at the top dose activation, most hits filed as activators; 330,000 tested, 0.02% active; AID 492947, 2010;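 further: potency means the concentration at half of the fitted maximal effect; 0% = DMSO controls and full agonism = EC100 isoproterenol or metaproterenol; nearly all actives have a fitted effect of over 65% in size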
# Target sequence (P07550 whole entry, looked up): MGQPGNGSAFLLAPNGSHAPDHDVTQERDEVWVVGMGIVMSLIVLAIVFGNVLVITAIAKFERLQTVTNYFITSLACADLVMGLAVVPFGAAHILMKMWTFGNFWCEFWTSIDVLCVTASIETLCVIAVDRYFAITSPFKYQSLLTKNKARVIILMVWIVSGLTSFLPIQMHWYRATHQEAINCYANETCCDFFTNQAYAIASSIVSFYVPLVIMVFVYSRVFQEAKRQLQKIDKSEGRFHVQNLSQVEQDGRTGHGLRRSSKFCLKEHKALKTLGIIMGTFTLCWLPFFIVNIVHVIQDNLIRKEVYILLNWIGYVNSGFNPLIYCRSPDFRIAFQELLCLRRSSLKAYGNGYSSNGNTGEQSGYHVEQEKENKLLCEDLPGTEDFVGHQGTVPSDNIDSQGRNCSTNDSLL
# KCNH2 3.1 block = qHTS for Inhibitors of KCHN2 3.1: Mutant qHTS; U2OS KCNH2 3.1, thallium flux FluxOr; hits give low values; activity change, % (tested at about 1.8 µM); Potassium voltage-gated channel subfamily H member 2, brain isoform KCNH2 3.1 (human); 340,000 tested, 0.95% active;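 active means maximum activity change below -70%; inconclusive means maximum activity change from -70% to -50%; inactive means maximum activity change above -50%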;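 further: thallium influx rate constant from kinetic fluorescence after stimulation buffer; on the % scale 0 is the no-effect control and ±100 the full control effect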
#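 We transduce U2OS cells with the mutant 3.1 virus, culture them overnight, load FluxOr with Red40 quencher for 45 min, then add stimulation buffer and read kinetically for 2 min to derive a normalized rate constant.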
# USP2a inh = qHTS Assay for Inhibitors of Ubiquitin-specific Protease USP2a Using CHOP2 as the Reporter | Potency, µM (doses to about 38.3 µM), without a hit: top-dose activity change, negative = inhibition, hits mostly inhibitors | 330,000 tested, 0.01% active | Ubiquitin carboxyl-terminal hydrolase 2 (Homo sapiens), O75604 | USP2 core, Ub-CHOP2 coupled fluorogenic reporter, 485/531;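 further: potency means the concentration at half of the fitted maximal effect; plate controls were DMSO wells for no effect and full inhibition by NEM control for full effect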
#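 Deubiquitinase activity read as fluorescence (485/531 nm) after Ub-CHOP2 cleavage activates the enterokinase reporter on its substrate; USP2 core 10nM, Ub-CHOP2 and substrate 25nM each, 30min compound preincubation then 60min RT; data normalized to NEM, curves fitted.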
# Giardia kill = Small Molecules that selectively kill Giardia lamblia: qHTS; Giardia lamblia trophozoite viability; activity change, % at 7.66 µM, hits read low; 340,000 tested, 0.15% active; AID 540267, 2011; in the data active means activity change below about -80%; inconclusive means between about -30% and that limit;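 further: parasites exposed to compound for two days anaerobically before the ATP read; on the % scale 0 is the no-effect control and ±100 the full control effect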
#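 Anaerobic 48 hrs incubation at 37 deg C of 100 trophozoites/well with test compounds; ATPLite 1-Step luminescence, 15-30 min RT, reports cellular ATP as viability.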
# MLL CXXC-DNA inh = qHTS Fluorescence Polarization Assay for Inhibitors of MLL CXXC domain - DNA interaction | MLL-CXXC / FITC-HOXA9 DNA fluorescence polarization | 290,000 tested, 0.037% active | AID 2662, 2010 | Potency, µM (titrated, usually from 115 µM), for inactives: at the highest dose activity change, negative = inhibition, usual class: inhibitors | Histone-lysine N-methyltransferase 2A (Homo sapiens), Q03164; active means well fitted inhibition curve with a large enough effect in the polarisation, with a control signal flat, not every such curve was filed as active; inconclusive means small, poorly fitted or top-dose-only effect, or effect the other way, or a change in a side signal; inactive means no such curve, though single readings can be large or run the other way; the % refers to the polarisation; further: potency means the concentration at half of the fitted maximal effect
#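 Purified MLL-CXXC (added from a 7 uM solution) was preincubated 5 min at ambient with pinned compounds in 50 mM Tris-HCl pH 7.5, 50 mM NaCl, 1 mM DTT, 0.05% BSA. Fluorescein-labeled HOX-A9 DNA (50 nM solution) followed, 30 min, then polarization read.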
# Menin-MLL TR inh = qHTS Assay for Inhibitors Targeting the Menin-MLL Interaction in MLL Related Leukemias: Competition With Texas Red Labeled MLL-derived Mutant Peptide. O00255. Menin + Texas Red MLL mutant peptide, fluorescence polarization. Potency, µM (doses to about 61.6 µM), without a hit: top-dose FP activity change, negative = inhibition, most hits filed as inhibitors. 270,000 tested, 0.23% active. AID 1768, 2009; active means well fitted inhibition curve with a large enough effect in the polarisation, with a control signal flat, not every such curve was filed as active; inconclusive means small, poorly fitted or top-dose-only effect, or effect the other way, or a change in a side signal; inactive means no such curve, though single readings can be large or run the other way; the % refers to the polarisation; further: potency means the concentration at half of the fitted maximal effect; % of control where 0% means no effect; many of its hits are not listed in these tables
# * marks the source's active call; other numbers are inactive results; ? = inconclusive; nt = no result given; & = joins results of further samples; [ ] = dose if it differs, or a comment. Unless noted, the call rests on the fitted dose curve; in most records, active means well fitted curve in the direction sought with a large enough effect; inconclusive means small, poorly fitted or top-dose-only effect, or another doubt; inactive means no such curve, though single readings can be large; an effect the other way counts as inactive or inconclusive.
SMILES,FBPA coupling cs,hERG WT inh,PKM2 act,GALK inh,TRPV1 ag,B2AR arrestin,KCNH2 3.1 block,USP2a inh,Giardia kill,MLL CXXC-DNA inh,Menin-MLL TR inh
Cc1ccc(N(CC(=O)N2CCOCC2)S(C)(=O)=O)cc1C,6,7,-8%,-1%,-1,-0.3%,4,5%,3,-3%,-5%
O=C(c1cccs1)N(c1ccc(Cl)cc1)C1C=CS(=O)(=O)C1 (stereo not given),4,-1,1%,8%,-4,0.4%,-9,0%,-2,-13%,-1%
CC(C)=CCN1CCN(Cc2cccn2-c2ccccn2)CC1CCO (stereo not given),-2,45,-4%,6%,-4,0.2%,2,3%,6,-4%,-3%
COc1ccc(CNC(=O)CSc2nccn(-c3ccc(F)c(F)c3)c2=O)cc1,nt,1,nt,nt,-3,0.0%,3,0%,7,nt,nt
COc1cc(/C=N/NC(=O)c2csc3c2CCCC3)cc(OC)c1O,0,-1,18%,0%,?,-0.8%,19,4%,18,-2%,7%
O=C1CCC(/C=C/c2ccccc2)=NN1Cc1ccccc1Cl,0,3,2%,-3%,6,-0.4%,6,2%,-7,0%,?
CCNC(=S)NNC(=O)c1c(Cl)c(C)nn1C,0,0,-2%,0%,-2,-1.9%,-18,1%,-4,12%,9%
CNc1nc2ccccc2n1N,0,-45,13%,0%,5,5.5%,nt,2%,-6,14%,-8%
CCn1c(/C=C2\C(=O)N(C(C)C)c3ccccc32)nc2ccccc2c1=O,0,3,-6%,3%,?,2.7%,11,-3%,11,0%,nt
CCc1ccc(C(=O)NCc2ccc(Cl)cc2)cc1,8,-3,-1%,0%,26,-0.3%,-39,-1%,-17,2%,8%
C#CCOC(=O)CN1C(=O)c2cccc3cccc(c23)C1=O,4,-18,-8%,-1%,-3,-0.2%,-5,-1%,?,-1%,10%
CCn1cc(C(=O)NC(=S)Nc2cccc(O)c2)cn1,4,-4,-1%,1%,3,0.2%,-1,0%,11,5%,8%
CCOC(=O)c1sc2nc3c(cc2c1N)COC(C)(C)C3,-1,0,-1%,0%,13,0.0%,-4,-2%,-27,-2%,11%
COc1ccc(Cl)cc1NC(=O)CN(C)C(=O)CSc1ccc2c(c1)OCCO2,nt,-7,nt,nt,4,-0.2%,1,-7%,25,nt,nt
O=C(NCCCN1CCCCC1)C1CCC(CNS(=O)(=O)c2cccc3nsnc23)CC1 (stereo not given),nt,-16,nt,-1%,0,0.4%,3,-1%,11,1%,nt
CN1/C(=C\C(=O)C(F)F)C(C)(C)c2ccccc21,1,-9,-4%,2%,4,-0.2%,27,2%,-4,-4%,8%
CC(=O)[C@@H]1[C@@H](C(=O)c2ccc(F)cc2)[C@]2(C(=O)Nc3ccccc32)[C@H]2C=Cc3cc(F)ccc3N12,-7,3,15%,0%,8,0.0%,-5,1%,3,-7%,nt
Cc1ccccc1N1CC(C(=O)N2CC(C)CC(C)C2)CC1=O (stereo not given),nt,7,nt,nt,11,-0.8%,5,0%,-3,nt,nt
Cc1nc2ccc(NC(=O)c3ccc([N+](=O)[O-])cc3)cc2[nH]1,-3,1,-7%,1%,1,-1.2%,-5,-2%,-25,9%,0%
Cc1ccccc1CN1CCNC(=O)C1CC(=O)NCCC1=CCCCC1 (stereo not given),-5,-5,-8%,2%,1,0.3%,nt,-2%,13,5%,-10%
CC(C)CCN(C(=O)CNC(=O)c1ccco1)C(C(=O)NC1CCCCC1)c1cccnc1 (stereo not given),0,-18,0%,-1%,-1,-0.4%,1,2%,-3,-1%,-11%
Cc1cc(-c2ccccc2)nc(N2CCN(c3ccccn3)CC2)n1,0,13,23%,1%,-1,-0.5%,-41,0%,-3,-1%,1%
Cc1ccc(S(=O)(=O)N2CC(O)CC2C(=O)OCC(=O)Nc2ccc([N+](=O)[O-])cc2C(F)(F)F)cc1C (stereo not given),nt,3,nt,nt,nt,-0.8%,-10,3%,-10,nt,nt
C=C(C)c1cccc(C(C)(C)NC(=O)N2CCC(C)CC2)c1,4,26,-2%,2%,?,3.1%,4,2%,13,-1%,-7%
Cc1cc(C)c(S(=O)(=O)N2CCCC(C(=O)N3CCCC3)C2)c(C)c1 (stereo not given),0,-2,0%,7%,14,-0.1%,-6,1%,-8,-9%,-11%
Cn1c(N)c(C(=O)CCl)c(=O)n(Cc2ccccc2)c1=O,1,-4,?,nt,-4,-0.9%,-116*,4%,26,21%,10%
CCOC(=O)N1CCN(C(=O)c2ccc3c(c2)NC(=O)C(N2CCOCC2)S3)CC1 (stereo not given),1,5,-2%,-3%,-4,0.1%,-2,4%,-17,2%,19%
O=S(=O)(NC(=NC1CCCCC1)c1ccccc1)c1ccccc1,nt,-12,-7%,1%,8,-0.9%,-2,1%,24,7%,nt
Cc1nc(Cl)c2c(n1)NC(=O)CO2,0,-9,2%,-1%,-1,0.0%,7,10%,-6,11%,nt
C=C(C)c1nc(N)nc(N)n1,0,1,-5%,1%,-2,0.1%,-1,-1%,8,1%,1%
CCN1CCN(Cc2ccc(NC(=O)c3cc(NC(=O)C(=O)c4c[nH]c5ccccc45)cc(OC)c3)cc2C(F)(F)F)CC1,4,18&3,-1%,-1%,0,-0.6%,-9&35,0%,31[activator],135%[activator],nt
COc1cc(C(=O)N=c2sccn2C)c([N+](=O)[O-])cc1OC,nt,23,4%,-3%,1,-0.4%,-10,3%,3,-3%,nt
COc1ccc(S(=O)(=O)N2CCN(c3ccc(C)cc3C)CC2)cc1OC,1,1,-13%,-1%,-5,-0.2%,-6,0%,-24,-1%,0%
O=C(COC(=O)c1cc([N+](=O)[O-])ccc1NCCO)NCc1cccs1,2,4,-3%,0%,0,-0.1%,9,-2%,6,?,-2%
COc1ccc(NC(=O)C2CCCN2c2nn3c(=O)cc(C)nc3s2)cc1 (stereo not given),0,13,0%,nt,-1,4.6%,7,1%,25,nt,-12%
CCCCSc1nnc2nc(C)cc(C)n12,0,-5,6%,-3%,2,-1.0%,16,-2%,4,2%,-21%
O=C(N/N=C/c1cccc([N+](=O)[O-])c1)c1ccc2c(c1)OCCO2,0,0,1%,3%,?,0.4%,1,0%,?,-7%,18%
COc1cc(OC)cc(C(=O)Nc2nc(CC(=O)NCCc3ccccc3)cs2)c1,nt,5,nt,nt,-2,-0.1%,-3,0%,-24,nt,nt
COC(=O)c1sc(S(=O)(=O)Nc2ccc(C)c(C)c2)c(C(=O)OC)c1C,4,-10,4%,nt,-2,9.7%,-11,1%,-1,10%,-3%
CC1(OC(=O)CCc2ccccc2)C(=O)C=C2C=C(c3ccc(C#N)cc3)N(CCc3c[nH]c4ccccc34)C=C2C1=O (stereo not given),-12&-15,-7,-5%[11.5 µM],2%,-3,-0.5%,-3,-9%,-26,17%,-12%[11.7 µM]
CSc1nnc(NC(=O)c2ccco2)s1,-2,14,-12%,-3%,0,0.4%,-5,1%,?,3%,-10%
COc1ccc(CC(=O)Oc2cc(C)[nH]c(=O)c2[N+](=O)[O-])cc1,2,-12,6%,1%,-2,-0.6%,-5,-2%,-11,15%,-8%
NC(=O)c1ccccc1N(Cc1ccccc1)S(=O)(=O)c1ccccc1,-6,-7,-4%,1%,1,0.1%,-10,-1%,7,-6%,-11%
NS(=O)(=O)c1cc(C(=O)Nc2ccc3c(c2)OCCCO3)ccc1Cl,1,1,nt,13%,1,4.0%,1,1%,0,-4%,15%
Cc1cccc[n+]1CC(=O)Nc1ccc([N+](=O)[O-])cc1Cl,-1,-5,-4%,-1%,nt,-0.3%,-13,2%,55[activator],-4%,nt
COc1ccc(NC(=O)CS(=O)(=O)c2ccc(F)cc2)cc1,-1,-1,nt,5%,3,-1.0%,-5,1%,-5,-1%,17%

# Screening data: PubChem BioAssay, National Center for Advancing Translational Sciences (NCATS)

# Some of the compounds tested (hit frequency here may not be typical).
